NOD1 inhibition = NOD1 signaling inhibitors, primary screen, cell-based, luminescence, uHTS (AID 1578); NOD1-driven NF-kB luciferase reporter cells, luminescence; higher % means a stronger effect; inhibition, % at 4 µM, or EC50 in µM where a hit was titrated; 1% of 290,000 active; in the data active means inhibition mostly above about 36%, no sharp cut-off; inactive means mostly below about 34%;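 further: HEK-293T reporter cells stimulated with the NOD1 agonist gamma-tri-DAP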
KOR beta-arrestin-1 = kappa opioid receptor activators – cell-based, luminescence, uHTS, primary screen (AID 1777) | KOR beta-arrestin recruitment, luminescence; higher % means a stronger effect | activation, % at 10 µM, or EC50 in µM where a hit was titrated | 0.02% of 280,000 active; in the data active means activation above about 50%, passing the limit was not always enough; further: a part of the inactive calls stands beside numbers as strong as those of hits
HEK293 NOD2/NF-kB = NOD2 signaling inhibitors, cell-based, luminescence, uHTS, HEK293 (AID 1566) | inhibition, % at 4 µM, or EC50 in µM where a hit was titrated | HEK293 NOD2/NF-kB luciferase reporter, luminescence; higher % means a stronger effect | 0.63% of 290,000 active; further: many of its hits are not listed in these tables
ER stress rescue = protection against thapsigargin-triggered cell killing – 384-well, CSM14.1, ATP luminescence, primary screen (AID 1222). CSM14.1 thapsigargin-induced death rescue, ATP luminescence; higher % means a stronger effect. 190,000 tested, under 10 active. cellular ATP content (survival), % at 20 µM, or EC50 in µM where a hit was titrated;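 active means EC50 below 50 µM in the dose-response confirmation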;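 further: death triggered by thapsigargin at about 15 µM added after 2 h compound pretreatment; cell ATP read after overnight thapsigargin exposure of roughly 18 to 22 hours; normalized against plate controls of thapsigargin alone and 5% DMSO vehicle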
Yfh1-off respiration = enhancers of respiration in Yfh1-depleted yeast, dose response, Friedreich's ataxia, plus single-dose screen (AID 1465) | S. cerevisiae Yfh1-off respiration, WST-1 reduction, 72 h; higher fold induction means a stronger effect | fold induction at 50 µM; hits with a dose series show EC50 in µM | 0.074% of 220,000 active;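 active means fold induction of absorbance versus untreated yeast above a set limit, then at least 30% activation at any dose in follow-up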;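 further: activators that raise dye reduction in frataxin-depleted yeast; strong numbers were not always called active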
TNAP activation fold = human TNAP enzyme activators, primary screen, biochemical, luminescent, no phosphate acceptor, uHTS (AID 1001); activation fold at 20 µM; hits with a dose series show EC50 in µM; 0.03% of 200,000 active; purified TNAP, luminescent activation assay, no phosphate acceptor; higher activation fold means a stronger effect; in the data active means activation fold from about 3, or a potency from the dose series; inactive means the rest, 99 in 100 with activation fold below about 1.6; further: many of its hits are not listed in these tables
GPR55 activation = selective activators of receptor GPR55 – imaging, U2OS cells, beta-arrestin-GFP redistribution, primary screen (AID 1961). U2OS GPR55 beta-arrestin-GFP redistribution imaging; higher % means a stronger effect. activation, % at 10 µM; hits with a dose series show EC50 in µM. 0.048% of 290,000 active;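 active means activation above 40% with more than 50 cells counted in the well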;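 further: U2OS osteosarcoma cells stably expressing GPR55 and beta-arrestin-GFP; plate controls were DMSO negative control for no effect and LPI positive control for full effect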
KOR beta-arrestin-2 = kappa opioid receptor blockers – cell-based, luminescence, uHTS (AID 1778); KOR beta-arrestin recruitment, luminescence, antagonist mode; higher % means a stronger effect; inhibition, % at 10 µM, or IC50 in µM where a hit was titrated; 0.091% of 290,000 active; further: strong numbers were not always called active
NTR1 ag = NTR1-driven beta-arrestin-GFP spot formation – imaging, U2OS cells, high content, primary screen (AID 493036) | P30989 | agonist mode | activation, % at 20 µM | 0.17% of 330,000 active;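 active means activation at or above 40% of the spot to cytoplasm intensity ratio, with at least 20 cells analyzed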;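 further: 0% = DMSO without peptide and 100% = 100 nM NTR1 peptide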
Target sequence (P30989 whole entry, looked up): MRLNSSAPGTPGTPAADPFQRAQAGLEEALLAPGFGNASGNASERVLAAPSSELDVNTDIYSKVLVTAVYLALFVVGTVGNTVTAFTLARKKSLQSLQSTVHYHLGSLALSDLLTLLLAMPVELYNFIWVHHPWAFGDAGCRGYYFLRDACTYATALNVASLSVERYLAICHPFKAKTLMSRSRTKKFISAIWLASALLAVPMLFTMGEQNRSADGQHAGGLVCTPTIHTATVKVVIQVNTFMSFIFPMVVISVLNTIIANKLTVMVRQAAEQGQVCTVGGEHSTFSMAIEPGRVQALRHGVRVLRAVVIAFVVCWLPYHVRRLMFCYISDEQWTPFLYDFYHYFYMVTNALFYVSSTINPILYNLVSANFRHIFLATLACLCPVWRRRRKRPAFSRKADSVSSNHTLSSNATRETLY
NTR1 ag cell count 20 µM = second read-out of NTR1 ag, no call of its own (marks repeat the call); cell count; measured here: cell count, cytotoxicity flag
* hit, by the source's call; i = inactive; . = no result given; [ ] = dose if it differs, or a comment. Unless noted, no stated cut-off is given here; in the data, active means inhibition above about 50%; inactive means the rest.

SMILES	NOD1 inhibition	KOR beta-arrestin-1	HEK293 NOD2/NF-kB	ER stress rescue	Yfh1-off respiration	TNAP activation fold	GPR55 activation	KOR beta-arrestin-2	NTR1 ag	NTR1 ag cell count 20 µM
NC(=O)c1ccsc1NC(=O)COC(=O)C1CC2CCCC(C1)C2=O (stereo not drawn)	-6%	-3.1%	9%	.	i	.	0.2%	15%	0.3	60
COCc1c(Br)c(C)nc(OCC(=O)N/N=C/c2ccco2)c1C#N	-2%	3.8%	8%	2.0%	i	1.1	-0.2%	-16%	2.1	98
O=C(Nc1ccc(Cl)cc1)c1cncs1	-9%	-2.3%	-18%	.	.	.	0.0%	-13%	-0.4	46
CCOC(=O)c1c(NC(=O)C2CC(Cl)=CCC2C(=O)O)sc2c1CCCCC2 (stereo not drawn)	16%	0.0%	11%	.	.	.	0.1%	-12%	2.1	70
CC1CCCN(C(=O)Cc2cccc3ccccc23)C1 (stereo not drawn)	24%	4.6%	2%	.	.	.	0.4%	8%	-0.9	69
COc1ccc(NC(=O)Cn2nnc(C(=O)NCc3ccc4c(c3)OCO4)c2N)c(OC)c1	-16%	-0.1%	13%	.	.	.	0.1%	-24%	1.3	70
CC/C(=N\NC(C)=O)c1ccc(OC(F)F)cc1	-25%	-3.3%	7%	-0.2%	i	1.3	0.0%	15%	2.6	26
O=C(CCCN1C(=O)/C(=C/c2cccs2)SC1=S)NNC(=O)c1ccc(F)cc1	-16%	-0.8%	5%	1.5%	.	1.8	0.1%	4%	8.0	56
CC1CN(CC(=O)NC(C)c2ccccc2)CC(C)O1 (stereo not drawn)	-33%	0.4%	6%	.	.	.	-0.2%	-10%	0.8	55
Cc1cc2nccc(-c3ccc(OCCCF)cc3)n2n1	-16%	-2.4%	-3%	.	.	.	-0.1%	14%	0.3	82
Clc1cccc(-c2nc3nc4ccccc4nc3n2Cc2ccccc2)c1	-17%	3.1%	11%	-0.8%	i	1	0.1%	-33%	6.9	55
Fc1ccc(CN2CCC(Cc3ccccc3)CC2)cc1F	12%	-0.5%	-13%	.	.	.	-0.1%	6%[20 µM]	0.6	60
Clc1ccc(Cn2ncc3c(NCc4ccccc4)ncnc32)cc1	5%	-0.5%	-23%	-0.1%	i	1	-0.1%	-26%	2.6	54
CC1(C)Cc2cccc(OCC(=O)Nc3cccnc3)c2O1	-4%	3.4%	5%	-2.1%	i	1.1	-0.1%	-8%	0.7	88
COc1cccc(OC)c1OCC(O)CN1CCN(c2ccccc2F)CC1 (stereo not drawn)	-8%	1.0%	-18%	.	.	.	0.0%	-14%	-2.1	49
O=C(NCC1OCCc2ccccc21)c1ccc(NC(=O)c2ccc(Cl)cc2Cl)cc1 (stereo not drawn)	-30%	-1.7%	26%	3.8%	i	1.1	-0.1%	9%	13	59
O=C(Cc1ccccc1)N1CCC(O)(c2cccnc2)CC1	-3%	-1.3%	14%	7.7%	i	1.1	0.6%	8%	-3.9	72
CCOC(=O)C1CCCN(C(=S)Nc2cc(C)cc(C)c2)C1 (stereo not drawn)	-11%	1.1%	-1%	2.8%	i	1.1	0.0%	-39%	-1.8	83
CCN(CC)S(=O)(=O)c1ccc2c(c1)nc(SC(C)C(=O)NCC1CCCO1)n2CC (stereo not drawn)	-28%	6.7%	5%	.	.	.	-0.1%	4%	-0.9	60
C/C(=N\N1CCN(Cc2ccccc2Cl)CC1)c1ccc([N+](=O)[O-])cc1	7%	0.8%	20%	.	i	.	-0.1%	-12%	-0.3	51
CCCCNC(=O)c1ccc(/C=C2\Oc3ccccc3N(C)C2=O)cc1	-12%	25%	-11%	2.6%	i	1	-0.4%	9%	0.6	74
CC1(C)Cc2nc(-c3ccccc3)nc(SCC(=O)N3CCOCC3)c2CO1	-12%	1.9%	-12%	.	.	.	-0.1%	22%	-0.8	67
COCc1cc(C)nc(Sc2nc3c(c(=O)n(C)c(=O)n3C)n2C)c1C#N	-8%	3.0%	0%	.	.	.	-0.1%	-26%	0.1	84
COC(=O)C(NC(=O)c1ccco1)(Nc1nc(C)cs1)C(F)(F)F (stereo not drawn)	13%	-3.9%	5%	2.2%	i	1.1	-0.2%	-6%	0.1	53
COc1ccc(Cl)cc1-c1n[nH]c(=S)n1C	-1%	4.5%	-2%	-1.2%	i	1	-0.1%	-20%	-0.6	47

Compound profiles (already shown). Order of screens: NOD1 inhibition | KOR beta-arrestin-1 | HEK293 NOD2/NF-kB | ER stress rescue | Yfh1-off respiration | TNAP activation fold | GPR55 activation | KOR beta-arrestin-2 | NTR1 ag | NTR1 ag cell count 20 µM
Listed for `CCOC(=O)c1c(NC(=O)C2CC(Cl)=CCC2C(=O)O)sc2c1CCCCC2` (stereo not drawn) = 16% | 0.0% | 11% | . | . | . | 0.1% | -12% | 2.1 | 70
Listed for `O=C(NCC1OCCc2ccccc21)c1ccc(NC(=O)c2ccc(Cl)cc2Cl)cc1` (stereo not drawn) = -30% | -1.7% | 26% | 3.8% | i | 1.1 | -0.1% | 9% | 13 | 59
Listed for `CC1CN(CC(=O)NC(C)c2ccccc2)CC(C)O1` (stereo not drawn) = -33% | 0.4% | 6% | . | . | . | -0.2% | -10% | 0.8 | 55

Following part:
SMILES	NOD1 inhibition	KOR beta-arrestin-1	HEK293 NOD2/NF-kB	ER stress rescue	Yfh1-off respiration	TNAP activation fold	GPR55 activation	KOR beta-arrestin-2	NTR1 ag	NTR1 ag cell count 20 µM
COC(=O)c1ccc(S(=O)(=O)N2CCCC2)o1	-8%	-4.7%	10%	-1.6%	i	1.2	-0.1%	27%	-0.3	57
COc1ccc(C(F)(F)F)cc1N/C=C/c1nnnn1-c1ccc(C)cc1	-5%	.	22%	.	i	.	29%	-31%	3.2	56
Cc1ccc(C)c(CN2CCSCC2)c1	-16%	-2.8%	1%	.	.	.	0.3%	-40%[20 µM]	1.4	58
Cc1nc2ccccc2nc1OCC(=O)Nc1cc(C(F)(F)F)ccc1N1CCOCC1	-2%	7.3%	-15%	-2.7%	i	1	0.2%	-32%	-0.3	50
COC(=O)CNC(c1ccccc1)c1cc(Br)ccc1NC(=O)CCN1CCOCC1 (stereo not drawn)	36%	0.5%	4%	-0.1%	i	1	0.4%	8%	-0.7	75
Cc1cc(C(=O)NC2CCCN(Cc3ccc(Cl)cc3)C2)c(C)o1 (stereo not drawn)	-9%	1.1%	6%	.	.	.	0.0%	-5%	-0.7	58
COc1cc(OC)nc(Oc2cc(C=O)ccc2OC)n1	5%	-1.7%	5%	.	.	.	0.0%	-13%	-1.7	86
C=CCOc1ccc(CNCC2CCCO2)cc1 (stereo not drawn)	-39%	-1.3%	-13%	.	.	.	-0.2%	-1%	0.1	59
O=S(=O)(Cc1ccc(Cl)cc1)c1ccccc1-c1nnc(-c2ccccc2)o1	-34%	2.9%	4%	-4.1%	i	1.1	1.2%	7%	2.3	52
CCn1c(CNC(=O)c2ccccc2Cl)cc2ccccc21	1%	8.0%	-13%	.	.	.	0.6%	-6%	0.4	71
CCOC(=O)c1c(-c2ccc(Cl)cc2)cn2ccccc12	-15%	-4.9%	3%	1.8%	i	1.1	0.3%	-8%	9.5	70
Cc1ccc(S(=O)(=O)c2nc(-c3ccco3)oc2SCC(=O)NCC2CCCO2)cc1 (stereo not drawn)	-10%	-0.9%	10%	-1.2%	i	1.1	-0.3%	11%	-1.7	32
Cc1ccccc1NC(=O)Cn1nnc2c(cnn2-c2ccc(F)cc2)c1=O	2%	-3.9%	11%	-1.4%	i	1	-0.1%	35%	-1.2	44
COc1cc2c(cc1OC)C(C(=O)O)C(c1ccc(C)o1)N(C)C2=O (stereo not drawn)	-12%	2.7%	5%	1.1%	i	1.1	0.3%	-10%	0.8	59
C=CCn1cc(C(=O)NCc2cccnc2)c(=O)c2cc(S(=O)(=O)N(CC)CC)ccc21	-12%	0.3%	12%	1.7%	i	1.2	-0.2%	2%	2.8	54
COc1ccc(CNC(=O)CCCn2nc(C)c3c(C)n(-c4ccc(C)cc4)nc3c2=O)cc1	4%	7.0%	14%	.	.	.	-0.2%	-10%	1.2	51
CCOc1ccc(NC(=O)CSc2nc3nc(C)cc(C)n3n2)cc1	12%	-0.3%	24%	.	.	.	-0.1%	-25%	0.5	58
COc1ccc(C(=O)N2CCN(c3nc4ccccc4o3)CC2)cc1OC	19%	-3.9%	6%	0.2%	i	1	-0.2%	19%	-0.2	91
OCCN(CC#CC(O)(c1ccccc1)c1cccc(F)c1)CCO (stereo not drawn)	-4%	2.7%	21%	.	i	.	0.4%	-30%	-0.4	53
CC1CC(Nc2ccccc2)c2ccccc2N1C(=O)c1ccncc1 (stereo not drawn)	8%	0.6%	0%	0.2%	i	1.1	-0.3%	-8%	-0.9	45
CCOC(=O)C1CCCN(C(=O)CN(c2ccc(OC)cc2)S(=O)(=O)c2c(C)noc2C)C1 (stereo not drawn)	-16%	-2.5%	-6%	-0.7%	i	0.8	-0.1%	-9%	-4.0	68
COc1ccc(NC(=O)Cc2coc3ccc4ccccc4c23)cc1S(=O)(=O)N1CCOCC1	-25%	1.1%	8%	-2.1%	i	1.1	-0.2%	-23%	1.3	43
O=C(/C=C/c1ccccc1)NC1CC2CCC1C2 (stereo not drawn)	-32%	2.0%	-51%	2.9%	i	1	0.5%	.	-0.6	42

3 entries from above, sorted by the value under KOR beta-arrestin-1, falling:
canonical_smiles,NOD1 inhibition,KOR beta-arrestin-1,HEK293 NOD2/NF-kB,TNAP activation fold,GPR55 activation,KOR beta-arrestin-2
Cc1cc(C(=O)NC2CCCN(Cc3ccc(Cl)cc3)C2)c(C)o1 (stereo not drawn),-9%,1.1%,6%,.,0.0%,-5%
CCOc1ccc(NC(=O)CSc2nc3nc(C)cc(C)n3n2)cc1,12%,-0.3%,24%,.,-0.1%,-25%
Cc1ccc(S(=O)(=O)c2nc(-c3ccco3)oc2SCC(=O)NCC2CCCO2)cc1 (stereo not drawn),-10%,-0.9%,10%,1.1,-0.3%,11%

Reformatted: results already given.
| SMILES | NOD1 inhibition | KOR beta-arrestin-1 | HEK293 NOD2/NF-kB | ER stress rescue | Yfh1-off respiration | TNAP activation fold | GPR55 activation | KOR beta-arrestin-2 | NTR1 ag | NTR1 ag cell count 20 µM |
| --- | --- | --- | --- | --- | --- | --- | --- | --- | --- | --- |
| CCN(CC)S(=O)(=O)c1ccc2c(c1)nc(SC(C)C(=O)NCC1CCCO1)n2CC (stereo not drawn) | -28% | 6.7% | 5% | . | . | . | -0.1% | 4% | -0.9 | 60 |
| CC1CC(Nc2ccccc2)c2ccccc2N1C(=O)c1ccncc1 (stereo not drawn) | 8% | 0.6% | 0% | 0.2% | i | 1.1 | -0.3% | -8% | -0.9 | 45 |

This is a subset; the hit share may differ from the screen's.
